APE1 inh – qHTS Assay for Inhibitors of the Human Apurinic/apyrimidinic Endonuclease 1 (APE1) | DNA repair nuclease/redox regulator APEX1 (Homo sapiens), P27695 | recombinant APE1, TAMRA/BHQ-2 abasic DNA cleavage fluorescence | Potency, µM (highest dose often 65.8 µM), for inactives: at the top dose activity change, negative = inhibition, hits mostly inhibitors | actives 0.35% (n = 350,000) | AID 2517, 2012;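 further: potency means the concentration at half of the fitted maximal effect; plate controls were vehicle for no effect and reference inhibitor for full effect; nearly all actives have a fitted effect of over 55% in size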
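APE1 at 0.75 nM preincubated 15 min at room temperature with compound. Reaction then started with 50 nM double-stranded THF-abasic substrate labelled with TAMRA/BHQ-2, and 525/598 nm fluorescence read kinetically. Activity taken as third-minus-first read difference, normalized to DMSO and NSC13755 controls.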
Pol beta inh – qHTS Assay for Inhibitors of DNA Polymerase Beta; Pol beta primer extension/strand displacement, fluorescence kinetic; actives 1.3% (n = 340,000); P06746; Potency, µM (series often up to 114 µM), inactives show at the highest dose activity change, negative = inhibition, actives largely listed as inhibitors; further: potency means the concentration at half of the fitted maximal effect; on the % scale 0 is the no-effect control and ±100 the full control effect
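Pol beta (10 nM) was preincubated with compound for 15 min at room temperature. The reaction was then started with 50 nM substrate and read immediately and after a further 10 min at room temperature.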
POLI inh – qHTS for Inhibitors of Polymerase Iota | DNA polymerase iota (Homo sapiens), Q9UNA4 | Pol iota fluorescent replication assay, 10 min | Potency, µM (doses to about 115 µM), for inactives: at the highest dose activity, negative = inhibition, most hits filed as inhibitors | actives 1% (n = 390,000) | AID 588590, 2011; further: potency means the concentration at half of the fitted maximal effect
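Pol iota at 10 nM preincubated 15 min with compounds at room temperature; reaction started with fluorescent substrate, 50 nM final. Fluorescence read kinetically at 0 and 10 min; buffer-only wells as negative control.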
Anesthetic bind – qHTS Assay for Identification of Novel General Anesthetics | apoferritin/1-aminoanthracene competitive binding, fluorescence | actives 0.074% (n = 350,000) | Potency, µM (titrated, usually from 77.5 µM), for inactives: at the top dose activity change, negative = displacement, usual class: inhibitors | Ferritin light chain (Equus caballus), P02791; further: potency means the concentration at half of the fitted maximal effect; on the % scale 0 is the no-effect control and ±100 the full control effect; nearly all actives have a fitted effect of over 20% in size
Target sequence (P02791 2-175 limits assumed): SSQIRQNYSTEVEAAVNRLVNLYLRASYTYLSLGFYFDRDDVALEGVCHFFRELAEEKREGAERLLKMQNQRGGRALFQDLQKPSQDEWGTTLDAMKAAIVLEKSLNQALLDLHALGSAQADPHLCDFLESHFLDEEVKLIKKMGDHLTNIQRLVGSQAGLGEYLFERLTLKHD
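Concentration-response curves derived by four-parameter Hill fitting of normalized fluorescence, where compounds displaced 1-AMA from 10 uM horse apoferritin following a brief 10 min room-temperature incubation; propofol titration acted as positive control.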
Pol eta inh – qHTS for Inhibitors of Polymerase Eta; actives 1.2% (n = 390,000); recombinant Pol eta, fluorescent DNA replication assay; AID 588591, 2011; DNA polymerase eta (Homo sapiens), Q9Y253; Potency, µM (doses to about 114 µM), inactives show at the highest dose activity change, negative = inhibition, usual class: inhibitors; further: potency means the concentration at half of the fitted maximal effect; on the % scale 0 is the no-effect control and ±100 the full control effect
Target sequence (Q9Y253 whole entry, looked up): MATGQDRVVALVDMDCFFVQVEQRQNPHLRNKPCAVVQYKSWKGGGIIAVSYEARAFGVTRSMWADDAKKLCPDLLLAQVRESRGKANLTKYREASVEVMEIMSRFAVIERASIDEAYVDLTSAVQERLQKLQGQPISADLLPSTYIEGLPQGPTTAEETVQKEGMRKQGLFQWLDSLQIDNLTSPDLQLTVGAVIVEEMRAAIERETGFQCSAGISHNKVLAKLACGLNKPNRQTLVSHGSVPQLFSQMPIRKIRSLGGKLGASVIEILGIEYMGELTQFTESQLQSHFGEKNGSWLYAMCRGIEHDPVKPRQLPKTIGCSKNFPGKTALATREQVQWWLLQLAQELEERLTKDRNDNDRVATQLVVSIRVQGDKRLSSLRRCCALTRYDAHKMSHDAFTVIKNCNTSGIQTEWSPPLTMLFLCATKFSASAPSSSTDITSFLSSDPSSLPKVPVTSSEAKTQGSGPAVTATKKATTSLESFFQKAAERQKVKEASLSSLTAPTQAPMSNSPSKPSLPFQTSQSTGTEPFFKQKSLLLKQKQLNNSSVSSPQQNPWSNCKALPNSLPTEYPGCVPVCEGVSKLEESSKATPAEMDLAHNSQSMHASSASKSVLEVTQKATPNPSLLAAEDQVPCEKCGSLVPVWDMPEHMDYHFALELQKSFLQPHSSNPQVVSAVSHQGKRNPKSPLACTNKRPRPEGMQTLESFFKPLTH
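Fluorescent replication assay: 50 nM final substrate added after a 15 min room-temperature compound preincubation with 10 nM enzyme. Signal taken at 0 min and again at 10 min.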
LDHA block – qHTS assay for inhibitors of human lactate dehydrogenase; L-lactate dehydrogenase A chain (Homo sapiens), P00338; purified LDHA, NADH/diaphorase-resazurin fluorescence; stronger effect = lower value; activity change, % (values are at about 110 or 230 µM); actives 0.15% (n = 480,000); in the data active means activity change below about -30%; inconclusive means mostly about -25% to -30%;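 further: plate controls were DMSO wells for no effect and wells without enzyme for full effect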
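Remaining NADH was detected by diaphorase (0.133 mg/mL) converting 37 µM resazurin to fluorescent resorufin, read at 0 and 20 minutes. The preceding 5-minute room-temperature reaction used 2 nM LDHA, 0.2 mM sodium pyruvate and 0.06 mM NADH at pH 7.4.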
BLM inh – qHTS Assay for Inhibitors of Bloom's syndrome helicase (BLM); RecQ-like DNA helicase BLM (Homo sapiens), P54132; recombinant BLM DNA unwinding, fluorescence dequenching; Potency, µM (titrated, usually from 56.1 µM), inactives show at the highest dose activity change, negative = inhibition, actives largely listed as inhibitors; actives 0.2% (n = 350,000);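 further: potency means the concentration at half of the fitted maximal effect; plate controls were vehicle for no effect and no enzyme for full effect; nearly all actives have a fitted effect of over 35% in size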
Glioma ERSR ind – qHTS for Inducers of the Endoplasmic Reticulum Stress Response (ERSR) in Human Glioma: qHTS; U87-MG GRP78 promoter luciferase reporter, 16 h; Potency, µM, for inactives: top-dose activation, actives largely listed as activators; actives 0.02% (n = 420,000); AID 602332, 2012; further: potency means the concentration at half of the fitted maximal effect; series mostly up to about 76 µM; % of control where 0% means no effect; nearly all actives have a fitted effect of over 35% in size
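Stably transfected U87-MG human glioma cells carrying a GRP78-based luminescent sensor were seeded at 1000 cells/well, pin-dosed with compounds and incubated 16 h. Luciferase reagent was then added, and end-point luminescence was read after 10 min at room temperature.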
Pol kappa inh – qHTS for Inhibitors of Polymerase Kappa. AID 588579, 2011. DNA polymerase kappa (Homo sapiens), Q9UBT6. purified Pol kappa, fluorescent DNA synthesis assay, 10 min. actives 0.53% (n = 400,000). Potency, µM (titrated, usually from 107 µM), for the others: top-dose activity, negative = inhibition, most hits filed as inhibitors; further: potency means the concentration at half of the fitted maximal effect; on the % scale 0 is the no-effect control and ±100 the full control effect
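Fluorescent qHTS in 1536-well format: enzyme (10 nM) and compound sat 15 min at room temperature before 50 nM substrate (final) was added. Signal taken at 0 and 10 min; no-enzyme buffer wells were negative controls.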
Starred values were filed as active, the others as inactive; ? = inconclusive; / = not tested or not shown; [ ] = another dose, or the depositor's remark. Unless noted, the call rests on the fitted dose curve; in most records, active means well fitted curve in the direction sought with a large enough effect; inconclusive means small, poorly fitted or top-dose-only effect, or another doubt; inactive means no such curve, though single readings can be large; an effect the other way counts as inactive or inconclusive. A portion of the library; rates above refer to the full screens.

SMILES	APE1 inh	Pol beta inh	POLI inh	Anesthetic bind	Pol eta inh	LDHA block	BLM inh	Glioma ERSR ind	Pol kappa inh
CCOC(=O)OC(C)OC(=O)C1N2C(=O)C(NC(=O)C(N)c3ccccc3)C2SC1(C)C (stereo unspecified)	4%	/	/	-12%	/	/	4%	-2%	2%[60.1 µM]
CCOC(=O)C1CCN(C(=O)c2cc3cc(Cl)ccc3[nH]2)CC1	54%[activator]	5%	43%[activator]	-21%	-7%	-5	0%	1%	8%
O=C(N/N=C/c1cccc(C(F)(F)F)c1)c1cc2c(s1)-c1ccccc1CC2	-2%	-15%	11%	-2%	-22%	0	-1%	-1%	-3%
O=c1[nH][nH]c(C(F)(F)F)c1C=NCc1ccccc1Cl	2%	3%	11%	-15%	2%	0	-1%	-2%	-14%
Cc1cccc(CNC(=O)Cc2csc3ccccc23)c1	/	8%	?	48%[activator]	/	-1	-1%	3%	-26%
CC(=O)N1c2ccc(S(=O)(=O)N3CCCC(C(=O)N4CCCC(C)C4)C3)cc2CC1C (stereo unspecified)	-7%	17%	26%	-3%	10%	-7	1%	-8%	-3%
O=C(c1cccs1)[C@@H]1[C@@H]2C(=O)N(Cc3ccc4c(c3)OCO4)C(=O)[C@@H]2C2c3ccccc3C=CN21 (stereo partly specified)	-7%	20%	/	-19%	/	/	-14%	/	/
CCc1cc(=O)oc2c3c(cc(OCC(=O)NCCN4CCOCC4)c12)OC(C)(C)CC3	14%	0%	51%[activator]	-6%	-23%	-4	2%	-1%	-6%
C=CCOC(=O)C1=C[C@@H](c2csc3ccccc23)C[C@@H](OCCCCO)O1	/	/	-4%	/	-17%	-4	/	1%	-11%
Cc1cccc(-c2nc(CS(=O)CC(=O)N3CCN(C)CC3)c(C)o2)c1 (stereo unspecified)	3%	1%	53%[activator]	-2%	-17%	2	-1%	0%	1%
COC(=O)[C@@H](NC(=O)NCc1ccc(F)cc1)C(C)C	-1%	9%	38%[activator]	-2%	-12%	-6	1%	-5%	-13%
CCC(C)C1(C2CCCC2)NC(=O)NC1=O (stereo unspecified)	/	/	48%[activator]	/	-8%	-7	/	-1%	0%
O=C(CSc1nnc(-c2cnccn2)n1Cc1ccco1)c1ccccc1	0%	-3%	-3%	-4%	1%	0	0%	5%	-11%
COCCN(C(=O)c1ccc(-c2ccc([N+](=O)[O-])cc2)o1)c1c(N)n(CC(C)C)c(=O)[nH]c1=O	43%	/	31%[activator]	/	-11%	5	/	-2%	2%
CN1CCN(C(c2ccccc2)c2ccc(Cl)cc2)CC1 (stereo unspecified)	4%	/	4%	/	-5%	-5	/	-2%	-16%
FCCCOc1ccc(-c2nccc(-c3ccc(Br)cc3)n2)cc1	2%	-12%	14%	-14%	-6%	-1	-3%	-1%	-17%
CCN(CC)S(=O)(=O)c1ccc(=O)[nH]c1	6%	-16%	6%	-4%	-2%	-2	-1%	2%	-2%
CNc1c(NS(=O)(=O)c2ccc(F)cc2)c(=O)oc2ccccc12	8%	84%	-9%	-11%	-20%	-1	-2%	4%	4%
CCOC(=O)C(OC(=O)c1sc(=S)n(C)c1C)C(C)=O (stereo unspecified)	-2%	-20%	-2%	-2%	-3%	-4	-2%	-1%	-21%
O=[N+]([O-])C1=C(Nc2cccc3ccccc23)CS(=O)(=O)C1	-1%	2%	-13%	-6%	-17%	1	1%	0%	4%

An excerpt from above in order of SMILES length, smallest number first:
SMILES	APE1 inh	Pol beta inh	POLI inh	Anesthetic bind	Pol eta inh	LDHA block	BLM inh	Glioma ERSR ind	Pol kappa inh
COC(=O)[C@@H](NC(=O)NCc1ccc(F)cc1)C(C)C	-1%	9%	38%[activator]	-2%	-12%	-6	1%	-5%	-13%
O=C(N/N=C/c1cccc(C(F)(F)F)c1)c1cc2c(s1)-c1ccccc1CC2	-2%	-15%	11%	-2%	-22%	0	-1%	-1%	-3%
CCc1cc(=O)oc2c3c(cc(OCC(=O)NCCN4CCOCC4)c12)OC(C)(C)CC3	14%	0%	51%[activator]	-6%	-23%	-4	2%	-1%	-6%
COCCN(C(=O)c1ccc(-c2ccc([N+](=O)[O-])cc2)o1)c1c(N)n(CC(C)C)c(=O)[nH]c1=O	43%	/	31%[activator]	/	-11%	5	/	-2%	2%

Following part
SMILES	APE1 inh	Pol beta inh	POLI inh	Anesthetic bind	Pol eta inh	LDHA block	BLM inh	Glioma ERSR ind	Pol kappa inh
CC(=O)c1cccc(NC(=O)C(OC(=O)c2cccs2)c2ccccc2)c1 (stereo unspecified)	-5%	-2%	-2%	?	-8%	-1	-13%	2%	-17%
CN(C)c1cccc(N(C)C)c1CNC(=O)NC(=O)c1c(F)cccc1F	-9%	1%	17%	-14%	-14%	3	-8%	-3%	4%
COC(=O)c1c(NC(=O)COC(=O)c2ccc(Cl)nc2)sc(C)c1C	2%	/	18%	/	-12%	-16	/	-3%	-2%
CC(C)c1ccc(C(O)P(=O)(OCc2ccccc2)c2ccc(N(C)C)cc2)cc1 (stereo unspecified)	-3%	21%	8%	-9%	-33%	4	-13%	0%	1%
Cc1ccc(-c2nn3c(=O)cc(CN4CCN(S(=O)(=O)c5ccc(Cl)cc5)CC4)nc3s2)cc1	/	3%	-16%	5%	-9%	-1	-1%	-2%	0%[60.1 µM]
CCOC(=O)C1=C(C)NC(=O)C(C#N)C1c1ccco1 (stereo unspecified)	3%	-16%	11%	6%	-12%	2	-9%	3%	-21%
Cc1cccc(OCC(=O)Nc2cccc(C(=O)OCc3cc(=O)n4c(C)csc4n3)c2)c1	/	-1%	-21%	38%[activator]	-8%	1	-6%	-2%	1%[60.1 µM]
C=CC[C@H](CC(=O)N(CCO)Cc1ccccc1)C(=O)NCCOC(=O)[C@@H](CC=C)Cc1ccc(F)cc1	6%	/	27%	/	-9%	-2	/	-2%	-21%
C/C(=N\NC(=O)Cc1c(C)[nH][nH]c1=O)c1ccc2ccccc2c1	-2%	0%	/	2%	/	/	4%	/	/
O=C(CCNC(=O)c1ccccc1Cl)NCCCSc1ccccc1	14%	/	21%	/	-16%	-2	/	-5%	1%
CCOc1ccc(NC(=O)C2CC(=O)N3CCCN=C3S2)cc1 (stereo unspecified)	-7%	0%	-5%	-19%	-6%	-2	-1%	0%	7%
Cc1ccc(C(=O)C(O)C(c2ccc(C)cc2)N2CCCCC2)cc1 (stereo unspecified)	6%	-22%	26%	-22%	-18%	-2	-4%	0%	-2%
CCc1nnc(NC(=O)CSc2nnc(C(C)NC(=O)c3ccccc3F)n2C)s1 (stereo unspecified)	5%	35%	114%[activator]	-1%	-23%	-4	-2%	10%	0%
CC1CCN(C(=O)C2CCN(S(=O)(=O)c3cccc4nonc34)CC2)CC1	-1%	1%	-13%	-13%	1%	5	1%	-5%	0%
CCC(=O)Nc1c(OC(=O)CC)ccc2c(C)cc(=O)oc12	15%	9%	5%	205%[activator]	-1%	2	-1%	-4%	-5%
CC(=O)c1ccc(NC(=O)C2CC2c2ccccc2)cc1 (stereo unspecified)	/	/	-20%[58.9 µM]	/	-4%	-3	/	-1%	-11%
O=C(Nc1ccc(S(=O)(=O)N2CCCC2)cc1)c1ccc(Cl)nc1	23%	/	42%[activator]	/	-10%	-2	/	-2%	-5%
Cc1ccc(C)c(NC(=O)CN(C)C(=O)c2ccc(-c3ccc(Cl)cc3)o2)c1	-8%	/	-16%	/	?	-2	/	0%	-14%
O=C(Cn1cc(C(=O)c2ccco2)c2ccccc21)NCc1ccco1	-2%	23%	1%	-15%	1%	-5	-2%	7%	-5%
COc1ccc(Cl)cc1NC(=O)c1cc2nc(-c3ccc4c(c3)OCO4)cc(C(F)(F)F)n2n1	/	20%	4%	-4%	-21%	-4	-1%	1%	6%
COc1cccc(-c2cc(C(=O)NCC3CCCO3)on2)c1 (stereo unspecified)	-2%	10%	29%	-6%	-16%	-3	0%	2%	-1%
C/C(=N\N=C(N)N)c1cc(Cl)ccc1Cl	2%	11%	7%	-11%	-2%	1	-7%	-3%	-1%
O=C(CNC(=O)c1ccccc1)NCC(=O)OCC(=O)c1ccc(F)cc1	-1%	0%	17%	-5%	-20%	-7	-11%	-2%	-5%
COC(=O)c1ccc(C(NC(=O)c2cccnc2)NC(=O)c2cccnc2)cc1	12%	14%	18%	0%	-14%	0	0%	2%	-1%
COc1ccc(-c2cc(C(F)(F)F)n3ncc(-c4ccccc4)c3n2)cc1	/	-4%	5%	-8%	-25%	-6	-5%	6%	2%
CCOc1ccc(S(=O)(=O)NCc2ccccc2)cc1C(N)=O	7%	35%	13%	-3%	-8%	-8	-3%	-1%	-7%
CCOC(=O)N1CCC(n2c(SCC(=O)N3CCC(C)CC3)nc3ccccc3c2=O)CC1	10%	31%	20%	?	-4%	-1	-9%	-5%	-9%
COc1ccc(CCNC(=O)c2c(O)nc3ccccn3c2=O)cc1OC	/	36%[activator]	0%	-9%	-5%	5	-1%	7%	0%
CCNC(=S)NNC(=O)c1ccc(=O)n(Cc2ccccc2)c1	-1%	-1%	68%[activator]	-3%	-19%	-14	3%	-2%	-4%
COc1ccc(CNC(=O)CCCn2c(SCC#N)nc3cc4c(cc3c2=O)OCO4)cc1	-2%	13%	?	-6%	-4%	-5	-1%	-3%	-9%
CN(C)C(=O)COC(=O)[C@H](Cc1ccccc1)NC(=O)c1ccco1	0%	4%	2%	-11%	-15%	1	-1%	1%	8%
O=C(Nc1ccc(Cl)cc1)c1ccc(-n2cnnc2)cc1	/	4%	6%	-3%	-10%	-4	3%	4%	-5%[60.1 µM]
Cn1c(=O)c2c(nc(NCc3ccccc3)n2C)n(C)c1=O	-4%	-10%	5%	-8%	-13%	-5	-2%	-1%	-2%
